High-throughput results: PubChem, several laboratories
Kir21 block: blocks the mouse Kir2.1 inward-rectifier potassium channel; P35561; HEK293-Kir2.1, FluxOR thallium flux fluorescence; stronger effect = lower value; B-score at 10 µM; actives 0.85% (n = 310,000); AID 1672;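 active means fluorescence ratio B-score at or below minus 3 SD of library scores, with starting-brightness B-score within 2 SD, cut at about -4.2 in these data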;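 further: channel flux triggered by added potassium and thallium sulfate stimulus; B-score of peak minus minimum fluorescence over baseline after thallium stimulus; more negative B-score means stronger Kir2.1 block with less thallium influx; some compounds called inactive have numbers as strong as hits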
Target sequence (P35561 whole entry, looked up): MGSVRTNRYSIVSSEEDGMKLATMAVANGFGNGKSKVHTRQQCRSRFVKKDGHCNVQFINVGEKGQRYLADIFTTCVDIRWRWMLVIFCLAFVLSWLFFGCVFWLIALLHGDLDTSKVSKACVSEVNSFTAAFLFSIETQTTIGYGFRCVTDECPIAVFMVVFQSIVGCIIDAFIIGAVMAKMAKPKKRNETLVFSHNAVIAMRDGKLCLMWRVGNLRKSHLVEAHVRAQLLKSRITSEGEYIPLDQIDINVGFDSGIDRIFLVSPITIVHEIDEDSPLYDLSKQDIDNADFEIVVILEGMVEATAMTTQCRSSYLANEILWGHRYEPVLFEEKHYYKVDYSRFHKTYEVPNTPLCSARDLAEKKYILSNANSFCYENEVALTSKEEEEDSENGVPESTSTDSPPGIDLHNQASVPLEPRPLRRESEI
STK33 kinase inh: inhibitors of human STK33 kinase | purified STK33, MBP phosphorylation, ADP-Glo luminescence | inhibition, % at 10 µM | actives 0.073% (n = 320,000) | AID 2661;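 active means inhibition at or above 25%, using the most active replicate where run in duplicate; inactive means inhibition below 25%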
Target sequence (Q9BYT3 whole entry, looked up): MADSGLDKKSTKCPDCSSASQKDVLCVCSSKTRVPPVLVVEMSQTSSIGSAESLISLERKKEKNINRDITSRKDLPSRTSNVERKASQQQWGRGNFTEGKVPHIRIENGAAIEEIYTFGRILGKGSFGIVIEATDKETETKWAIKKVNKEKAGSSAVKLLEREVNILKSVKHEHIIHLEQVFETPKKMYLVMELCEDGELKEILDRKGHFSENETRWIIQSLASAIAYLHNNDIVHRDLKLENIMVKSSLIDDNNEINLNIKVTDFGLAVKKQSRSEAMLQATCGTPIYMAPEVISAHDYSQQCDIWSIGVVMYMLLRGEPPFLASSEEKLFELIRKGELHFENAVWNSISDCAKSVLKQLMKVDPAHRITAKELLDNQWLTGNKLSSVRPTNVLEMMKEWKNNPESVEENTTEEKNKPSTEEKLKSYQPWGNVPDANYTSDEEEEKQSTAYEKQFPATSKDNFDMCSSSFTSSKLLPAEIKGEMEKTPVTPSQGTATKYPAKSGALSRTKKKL
An asterisk follows results filed as active; nt = no result given.

| Kir21 block | STK33 kinase inh | Molecule |
| --- | --- | --- |
| 1.7 | 0.0 | C=CCN(C(=O)c1csnn1)C(C(=O)NCc1ccc(F)cc1)c1sccc1C (stereo not given) |
| -0.12 | -0.3 | COc1ccc(C(CNC(=O)c2ccc(S(=O)(=O)N3CCCC3)cc2)N(C)C)cc1OC (stereo not given) |
| -0.73 | -2.3 | Cc1ccc(CC(=O)Nc2cc([N+](=O)[O-])ccc2F)cc1 |
| 0.54 | -0.1 | O=S(=O)(Nc1ccccc1)c1ccc(-c2csnn2)cc1 |
| 0.91 | -0.4 | CCc1ccc(Nc2c([N+](=O)[O-])c(=O)oc3ccccc23)cc1 |
| -0.05 | 0.0 | Cc1cc(OCC(=O)NC2CC(C)(C)NC(C)(C)C2)c2c(C)c(C)c(=O)oc2c1 |
| 0.94 | -0.7 | COCCOC(=O)C1=C(C)Nc2ncnn2C1c1ccco1 (stereo not given) |
| -2.7 | nt | COc1ccc(C(CNC(=O)c2oc3ccc(C)cc3c2C)N2CCCCC2)cc1 (stereo not given) |
| 0.06 | -2.2 | Cc1cccc(NC(=O)c2cccc(S(=O)(=O)N3CCc4ccccc4C3)c2)n1 |
| 1.1 | -1.9 | Cc1cc2nc(-c3ccncc3)cc(C(F)(F)F)n2n1 |
| -0.07 | -1.2 | CCO[C@@H]1OC(C(=O)N2CCN(Cc3ccc4c(c3)OCO4)CC2)=C[C@H](c2cn(C(C)=O)c3ccccc23)[C@H]1CCCO |
| 0.99 | -1.5 | COCCn1c(=NC(=O)/C=C/c2ccccc2Cl)sc2cc(NC(C)=O)ccc21 |
| 0.98 | -0.7 | O=C(Nc1ccon1)C12CC3CC(C1)CC(n1cnc([N+](=O)[O-])n1)(C3)C2 |
| -2.2 | 0.0 | Cc1ccccc1Nc1nc(N)nc(COC(=O)CC2CC3CCC2C3)n1 (stereo not given) |
| -0.71 | 2.9 | C=CCNc1nc(N)c(C(=C(C#N)C#N)c2ccccc2)s1 |
| 0.07 | -2.1 | Cc1ccc(C23CC4CC(CC(C(=O)OCC(=O)NC5CCS(=O)(=O)C5)(C4)C2)C3)cc1 (stereo not given) |
| 0.9 | -0.1 | CC(=O)c1cccc(CN2CCC(n3nccc3NC(=O)CCc3ccccc3)CC2)c1 |
| 1.2 | -0.2 | Cn1cc(C=C2C(=O)CC(C)(C)CC2=O)c2ccccc21 |
| 0.93 | -0.9 | O=c1nc(NCc2ccco2)sc2ncccc12 |
| -0.64 | 0.9 | COc1ccccc1-c1nnc(NC(=O)c2ccc3ncsc3c2)o1 |
| -1.5 | 0.5 | CCNC(=O)COC(=O)c1cc(C)nc2ccccc12 |
| 1.4 | 1.7 | O=C(Nc1cccc(F)c1)/C(=C\c1cccnc1)NC(=O)c1cccs1 |
| 1.9 | -1.6 | Cc1ccc(C)c(NC(=S)c2ccccn2)c1 |
| -0.2 | 0.9 | COc1ccc(N2CCCC2)c(NC(=O)COc2ccccc2Cl)c1 |
| -0.89 | -1.9 | CCCCCC(=O)N1CC2(CC(c3cccc(NC(=O)CC)c3)=NO2)C[C@H]1C(N)=O (stereo not given in full) |
| -0.13 | 2.3 | CC(=O)NC(CCS(C)(=O)=O)C(=O)Nc1nccs1 (stereo not given) |
| -0.02 | 0.4 | CNc1nc(Oc2ccccc2C(=O)OC)nc(SC)n1 |
| 0.18 | -0.9 | CCOC(=O)c1ccc(NC(=O)CN2C(=O)NC3(CCCCCC3)C2=O)cc1 |
| -0.73 | -1.6 | CC(C)NC(=O)N1CCCN(c2nc3ccc(Cl)cc3s2)CC1 |
| -1.6 | -0.8 | CC(C)CCC(CCN1CCCC1)c1ccc2c(c1)OCO2 (stereo not given) |
| 0.22 | -0.5 | CCCc1sc(N/N=C/c2ccccn2)nc1-c1ccc(Br)cc1 |
| 0 | 12 | c1ccc(-c2nnc3n2NC(c2ccc4c(c2)OCO4)S3)cc1 (stereo not given) |
| nt | 13 | Fc1ccccc1-c1nc(-c2ccc(-c3nn[nH]n3)cc2)no1 |
| 0 | 0.7 | O=C(O)c1cccc(NC(=S)NCc2ccccc2)c1 |
| -0.36 | -0.7 | Cc1cccnc1NC(=O)C1CCN(S(=O)(=O)c2ccc3ccccc3c2)CC1 |
| -0.53 | -1.8 | Cc1cccc(OCC(=O)Nc2ccc(N3CCCC3)cc2)c1C |
| 0.09 | 0.8 | CC(=O)c1ccc(OCc2cccc(C(F)(F)F)c2)cc1O |
| 0.14 | -2.5 | CCn1cc(CN(C)C(=O)/C=C/c2ccc([N+](=O)[O-])cc2)c(C)n1 |
| 7.9e-16 | 0.7 | COc1ccc(CCCC(=O)N/N=C/c2cccc(OC)c2O)cc1C |
| -0.72 | 0.3 | O=C(O)CCc1nn2c3ccccc3nc2n(-c2ccccc2)c1=O |
| -1.3 | 0.6 | Cc1ccc(-c2nnn3c2nc(NC(C)C)c2ccccc23)cc1 |
| -0.76 | 0.0 | Cc1c(OC(C)C(=O)NCCCN2CCCC2=O)ccc2c3c(c(=O)oc12)CCCC3 (stereo not given) |
| 0.04 | -1.3 | C=CCN1C(=Nc2ccccc2)SC/C1=C\C(=O)OC |
| -1.6 | 0.8 | O=C1Nc2ccccc2C12OC1CCCCC1O2 (stereo not given) |
| 0.1 | -0.6 | COc1ccc(OCc2cc(C(=O)NCCc3ccccc3)no2)c(Cl)c1 |
| -0.12 | nt | Nc1c(C(=O)NCc2ccco2)sc2nc3c(cc12)C(=O)CCC3 |
| nt | -1.5 | Cc1cccc(NC(=O)C(C)Sc2nc3ccccc3c(=O)n2CCCN2CCOCC2)c1 (stereo not given) |
| 0.1 | -2.2 | COc1cc2c(cc1NC(=O)CN1C(=O)NC3(CCc4ccccc43)C1=O)oc1ccccc12 (stereo not given) |
| -0.94 | -1.1 | CCOC(=O)COc1nc(-c2ccco2)cc(-c2ccco2)c1C#N |
| 1.1 | -0.1 | Cc1ccc(O)c(C2=Nc3ccccc3N=C(c3cccc([N+](=O)[O-])c3)C2)c1 |
| -1.5 | -0.2 | COC(=O)c1c(NC(=O)C(Cl)Cl)sc2c1C(C(=O)OC)CC2 (stereo not given) |
| nt | 0.0 | COc1ccc([C@H]2CC(=O)C=C(c3ccc(Cl)c(C(F)(F)F)c3)C2)cc1OC |
| 0.03 | 0.0 | COCCCn1c(C(=O)N2CCOCC2)cc2c(=O)n3cccc(C)c3nc21 |
| -0.33 | 0.6 | Cn1ccc2cc(NC(=O)Nc3cccnc3)ccc21 |
| 1.3 | -0.4 | CC(=O)c1c(C)[nH]c(C(=O)OC2CCCCC2=O)c1C (stereo not given) |
| 1.1 | -0.6 | CCSc1nnc(NC(=O)C(C)Sc2nc3ccccc3[nH]2)s1 (stereo not given) |
| 1.2 | -1.0 | O=C(c1cccc(S(=O)(=O)NCCOc2ccccc2)c1)N1CCN(c2ncccn2)CC1 |
| 2.1 | -1.0 | O=C(CN1C(=O)c2cccc3cccc1c23)N1CCN(c2ccccc2)CC1 |
| 0.7 | -1.5 | CC(C)C(=O)Nc1nnc(Sc2ccc(N(C)C)cc2)s1 |
| 0.01 | -1.8 | CC(C)(C)C(=O)CSc1nc2ncc(Br)cc2[nH]1 |

The listing continues:
| Kir21 block | STK33 kinase inh | Molecule |
| --- | --- | --- |
| 0.57 | -0.7 | Cc1cccc2c1-c1sc(C(=O)N3CCc4ccccc4C3)cc1CO2 |
| -1.5 | -1.9 | Cc1cc(C)c(S(=O)(=O)N(C)c2ccccc2)c(C)c1 |
| -0.12 | -0.5 | N/C(=N\OC(=O)c1ccc(Cl)c([N+](=O)[O-])c1)c1ccccc1 |
| 0 | -0.5 | CNc1ccc(/C=C(\C#N)C(=O)Nc2ccccn2)cc1[N+](=O)[O-] |
| -0.42 | 0.4 | CC(C)c1ccc(NC(=O)C2CCN(C(=O)[C@@H]3Cc4ccccc4CN3)CC2)cc1 |
| -0.67 | 0.1 | CC(C)(C)OC(=O)NN1CC(=O)N2Cc3[nH]c4ccccc4c3C[C@H]2C1=O |
| -0.57 | -0.6 | Cc1ccc(/C=N/NC(=O)NN(C)c2ncc(C(F)(F)F)cc2Cl)cc1 |
| nt | 0.3 | O=C(/C=C/c1ccc(S(=O)(=O)N2CCOCC2)cc1)Nc1ccc(F)c(F)c1F |
| -0.51 | -0.7 | COC(=O)C1=C(C)NC(C)=C(C(=O)OC)C1c1ccco1 |
| 0.01 | nt | O=C(COc1ccc([N+](=O)[O-])cc1)Nc1nc(-c2ccccn2)cs1 |
| nt | 1.5 | CCCN(CC(=O)Nc1ccccc1C)C(=O)c1sc2ccccc2c1Cl |
| -0.58 | -1.4 | COc1cc(O)c(C(CC(=O)N2CCN(c3ccccc3)CC2)c2ccc3c(c2)OCO3)c(OC)c1 (stereo not given) |
| -0.17 | -0.8 | CCOC(=O)CN(C(=O)CNC(=O)c1cccs1)C(C(=O)NC1CCCCC1)c1cccs1 (stereo not given) |
| 0.11 | 0.0 | COc1ccc(/C=N/NC(=O)c2cc(-c3ccccc3)nc3ccccc23)cc1O |
| -0.29 | 0.0 | COc1ccc(-c2cn3cccnc3n2)cc1NS(=O)(=O)c1ccccc1 |
| -0.35 | -0.9 | Cc1[nH]c(-c2ccc3c(c2)OCO3)nc1C(=O)O |
| 0.48 | 0.0 | O=C(NNC(=O)c1ccccc1-c1ccccc1C(=O)O)c1ccccc1 |
| 0.64 | 0.0 | O=C(CSc1nnc(-c2cccnc2)n1Cc1ccccc1)NCc1ccco1 |
| -0.05 | 0.7 | CC(C)(C)Nc1cccccc1=O |
| 0.35 | -2.8 | CCOC(=O)C1C(c2ccc(OC)cc2)N(C)OC1(O)C(F)(F)F (stereo not given) |
| -1.9 | -0.7 | COCCCN(C(C)=O)c1nc(-c2ccc(OC)cc2)cs1 |
| -0.17 | -1.3 | CC(C)Cn1c(N)c(C(=O)CSc2nc3ncc(Cl)cc3[nH]2)c(=O)n(C)c1=O |
| 2.6 | 0.7 | COc1ccc(/C=N/NC(=O)c2ccc3c(c2)OCCO3)cc1[N+](=O)[O-] |
| -0.44 | -0.9 | O=C1[C@@H]2CSCN2C(=O)CN1Cc1ccc(F)cc1 |
| 1.9 | -1.0 | COc1cc(CN2CCN(c3ncccn3)CC2)cc(OC)c1 |
| 0.01 | -0.3 | CCOC(=O)c1sc(N2C(=O)C(O)=C(C(=O)c3ccco3)C2c2cccc(Cl)c2)nc1C (stereo not given) |
| nt | 1.5 | Cc1ccc(S(=O)(=O)OCCC2=CC(=O)CCN2Cc2ccccc2)cc1 |
| -1.8 | -1.2 | CC1=CC=CC2=N/C(=N\S(=O)(=O)c3ccc(F)cc3F)c3ccccc3CN12 |
| -2.1 | -1.6 | N#Cc1cc(S(=O)(=O)N2CCOCC2)ccc1N1CCOCC1 |
| 0.1 | -8.0 | Cc1nc(C)c(-c2csc(Nc3ccc(S(N)(=O)=O)cc3)n2)s1 |
| 2.2 | -1.3 | CC(=O)NC1(C(F)(F)F)NC(=O)N(CCc2ccccc2)C1=O (stereo not given) |
| 1.1 | -0.3 | CCN(CC(=O)Nc1c(F)cccc1F)C(=O)CSc1nc(C)cc(C)n1 |
| -0.53 | -0.8 | CCOC(=O)/C(=N\Nc1ccccc1Cl)N1CCN(C)CC1 |
| -1.5 | 0.7 | CC(C)(O)C#Cc1ccc(CN2CCCC(CNC(=O)c3ccco3)C2)cc1 (stereo not given) |
| nt | 0.9 | COc1cc(C)c(NC(=O)COc2ccc3c(c2)CCC3)cc1OC |
| -0.03 | -1.0 | Cc1cc(C)cc(NC(=O)CN2CCN(c3ccccc3)CC2)c1 |
| 0.21 | -0.4 | COc1ccc(-c2nc(CN3CCCCC3c3cccnc3)c(C)o2)c(F)c1 (stereo not given) |
| nt | -2.9 | CC1(C)O[C@@H]2C[C@H]3[C@@H]4CCC5=CC(=O)CC[C@]5(C)[C@@]4(F)[C@@H](O)C[C@]3(C)[C@]2(C(=O)CCl)O1 |
| 1.1 | -2.3 | CCC(C)Sc1nc2c(c(=O)[nH]c(=O)n2C)n1CC(O)COc1ccccc1C (stereo not given) |
| -0.82 | -3.9 | Cc1c(C(c2cccc(Br)c2)c2c(C)n(C)n(-c3ccccc3)c2=O)c(=O)n(-c2ccccc2)n1C |
| -0.58 | -0.2 | OC[C@H]1O[C@H](OCc2ccccc2)[C@H](O[C@@H]2OC[C@@H](O)[C@H](O)[C@H]2O)[C@@H](O)[C@@H]1O |
| -0.71 | -2.4 | CN1C(=O)[C@H]2[C@@H](C3CC3)N3C(=O)CN(Cc4ccccc4)C(=O)[C@@]3(C)[C@H]2C1=O |
| nt | -2.0 | CC1CCCCC1NC(=O)c1cc(S(=O)(=O)N2CCOCC2)ccc1Cl (stereo not given) |
| -1.2 | -3.8 | COc1cc(CNn2cnnc2)ccc1OCC(=O)NC1CCCCC1 |
| nt | -0.7 | C[C@H](CO)N1C[C@H](C)[C@@H](CN(C)C(=O)Nc2ccc3c(c2)OCO3)Oc2c(NS(=O)(=O)c3cn(C)cn3)cccc2C1=O |
| 0.7 | -2.3 | CSc1ccccc1NC(=S)Nc1cc(C)cc(C)c1 |
